# mHTT CaM bind – inhibitors of human mutant huntingtin-calmodulin interaction; P42858; AlphaScreen His-mHTT/GST-CaM binding, luminescence; inhibition, % at 15 µM; 3.6% of 190,000 active;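 note: 0% = both proteins with DMSO and 100% = one protein alone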
# Pf apPOL block – Pf-apPOL DNA polymerase inhibition | Recombinant Pf-apPOL, molecular beacon fluorescence, 1.5 h | inhibition, % at 10 µM | 0.25% of 210,000 active
# Numbers without * were called inactive; / = not tested or not shown; & = joins results of further samples. Cut-off read from the data, not from the text of the source: active = inhibition above about 50%; inactive = the rest. Rows are unselected; any-hit rate near 3.5%.
SMILES,mHTT CaM bind,Pf apPOL block
Cc1ccc(-c2nc3cc(Cl)ccc3o2)cc1NC(=O)c1ccc(Br)o1,-5,-4
Cc1cc2n(n1)CCCN2C(=O)CCC(=O)N1CCN(Cc2ccccc2)CC1,28,1
COc1ccc2c(c1)sc1nc(-c3cc4cc(Br)ccc4oc3=O)cn12,2,-4
CN(C)c1ccc(C2N(C)c3ccccc3N2C)cc1,3,1
CCCCn1c(CCC)nc2c(=O)n(C)c(=O)[nH]c21,-3,-7
N#CCc1ccc(NC(=O)COc2ccc3c(c2)CCC3)cc1,1,-2
Nc1nnc(-c2ccco2)s1,2,1
O=C(NCC1COCCO1)c1cc2n(n1)CCCN(Cc1ccc(F)cc1)C2=O (stereo not given),-7,5
O=C(Nc1cc2cccc([N+](=O)[O-])c2oc1=O)c1ccccc1F,3,-4
Cn1cccc1C(=O)N1CCCCC1c1nncn1CC1CC1 (stereo not given),-1,-2
NCCC12CC3CC(CC(C3)C1)C2,-4,-6
O=C(Nc1ccccc1O)c1cc(S(=O)(=O)N2CCCCC2)ccc1Cl,3,-1
CC(C)c1cc(C(=O)N2CCCC2c2cc(C(C)C)no2)on1 (stereo not given),-4,0
CC(=O)Nc1ccc2nc(N3CCC(C(=O)N4CCCC4)CC3)cc(C)c2c1,1,3
Cc1cc([N+](=O)[O-])ccc1NC(NC(=O)N(C)C)C(Cl)(Cl)Cl (stereo not given),8,-4
O=C(CSc1nc2c(c(=O)n1-c1ccccc1)SCC2)N1CCc2ccccc21,2,0
CC(=NOCc1ccc(C(=O)N2CCOCC2)o1)c1ccc(Cl)cc1Cl,/,-5
Cn1cc(CN2CCC(C(=O)N3CCCC3)CC2)c2cc(Cl)ccc21,-11,2
CC(C)CCNC(=O)N1CC(c2nc(-c3ccccc3)no2)C2(CCOCC2)C1 (stereo not given),-3,-9
COc1ccc(CNC(=O)C2CCCN(S(=O)(=O)N3CC(C)CC(C)C3)C2)c(OC)c1 (stereo not given),6,-7
COc1c(F)c(F)c(-c2csc(N)n2)c(F)c1F,-1,-3
CCCCN1CCN(C(=O)CCC2CCCN(c3cc(NC4CC4)ncn3)C2)CC1 (stereo not given),18,0
CC(=O)c1ccc(NC(=O)c2ccccc2C)cc1,7,-5
COc1ccc(-c2csc(N)n2)cc1Br,27,-3
O=C1[C@H](Cc2ccccc2)NCCCC[C@H](c2ccc(Cl)cc2)N1Cc1ccc(Cl)cc1,11,-6
SMILES,mHTT CaM bind,Pf apPOL block
Cc1cccc(NC(=O)C2CC(=O)N(c3ccc4c(c3)CCN4C(=O)C3CC3)C2)c1C (stereo not given),-1,-2
CCc1nc2c(NC(=O)c3cc(F)cc(F)c3)cccn2n1,-6,-3
O=C(Cn1c2ccccc2c(=O)c2ccccc21)Nc1ccccc1F,-5,-48
Cc1ccnc(N2CCCC(C(=O)N3CCC(C(N)=O)(N4CCCCC4)CC3)C2)n1 (stereo not given),1,-10
O=C1c2ccccc2NC2(CCCCC2)N1c1ccc(O)cc1,-4,-4
Cc1ccc(-c2nnc(N3CCC(C(=O)N4CCN(c5ccccc5C)CC4)CC3)o2)cc1,2,0
COc1cc(C(=O)Nc2c3c(nn2-c2cccc(Cl)c2)CS(=O)C3)cc(OC)c1OC (stereo not given),5,-73
CN(C)CCCNC(=O)C1CCN(c2nc3ccc(-c4ccc(F)cc4)nc3s2)CC1,12,-10
COc1ccc(C2C(C(C)=O)=C(O)C(=O)N2Cc2ccco2)cc1OC (stereo not given),0,-4
COc1ccc(-c2c(C)oc3c(CN4CCC(C)CC4)c(O)ccc3c2=O)cc1,4,1
NC(=O)CSc1nc2[nH]c(=O)cc(O)c2s1,0,/
CCC1CCCCN1CCCNC(=O)c1cc(-c2cccnc2)nc2ccccc12 (stereo not given),-1,-7
O=S1(=O)N[C@@H](CC2CCCCC2)COc2cc(Br)ccc21,-9,-6
COc1cccc(N2CCN(C(=O)CCC(=O)N3CCCn4nc(C)cc43)CC2)c1,10,-1
CC(C)CC(=O)Nc1ccc(F)c(Cl)c1,-9,-3
O=C(Nc1ncc(S(=O)(=O)c2ccc([N+](=O)[O-])cc2)s1)c1ccccc1,-5,-1
C/C(=C1\N=C(c2ccccc2)OC1=O)c1cccc([N+](=O)[O-])c1,34,1
CCc1nnc(NS(=O)(=O)c2ccccc2)s1,1,-1
Cc1cccc(NC(=O)N2CCC(CCNS(=O)(=O)c3cc(C)ccc3C)CC2)c1,-6,-7
C=CCc1cc(Cl)ccc1OCCCCn1ccnc1,21,4
Cn1c(N2CCCC(C(=O)NCc3ccccc3)C2)cc(=O)n(C)c1=O (stereo not given),-7,8
Cc1cccc(NC(=O)C2C(=O)CNC34CCCCC3C2c2ccccc2O4)c1 (stereo not given),9,2
Cc1cnc(NC(=O)C2=C(O)c3ccccc3S(=O)(=O)N2C)s1,/,10
COc1ccccc1CN1CCCC1c1cc(C)no1 (stereo not given),28,0
O=S(=O)(c1ccc(Cl)c(Cl)c1)c1ccc(Cl)c(Cl)c1,/,-4

# Retrieved one by one from the list above, 4 records:
SMILES,mHTT CaM bind,Pf apPOL block
Cc1ccc(-c2nnc(N3CCC(C(=O)N4CCN(c5ccccc5C)CC4)CC3)o2)cc1,2,0
O=C(Nc1ncc(S(=O)(=O)c2ccc([N+](=O)[O-])cc2)s1)c1ccccc1,-5,-1
CCc1nnc(NS(=O)(=O)c2ccccc2)s1,1,-1
Cc1cnc(NC(=O)C2=C(O)c3ccccc3S(=O)(=O)N2C)s1,/,10

# Nothing new here: an excerpt of the list.
SMILES,mHTT CaM bind,Pf apPOL block
Cc1cccc(NC(=O)C2CC(=O)N(c3ccc4c(c3)CCN4C(=O)C3CC3)C2)c1C (stereo not given),-1,-2
CCc1nc2c(NC(=O)c3cc(F)cc(F)c3)cccn2n1,-6,-3
O=C(Cn1c2ccccc2c(=O)c2ccccc21)Nc1ccccc1F,-5,-48
Cc1ccnc(N2CCCC(C(=O)N3CCC(C(N)=O)(N4CCCCC4)CC3)C2)n1 (stereo not given),1,-10
O=C1c2ccccc2NC2(CCCCC2)N1c1ccc(O)cc1,-4,-4

# (further entries)
SMILES,mHTT CaM bind,Pf apPOL block
CCN(CC)Cc1c(O)ccc2c(C)c(-c3ccc(OC)cc3OC)c(=O)oc12,-8,-2
O=C(CC1CCCC1)NCC1CC(=O)N(Cc2ccccc2)C1 (stereo not given),-16,-4
O=C(Nc1ccc(F)cc1F)c1cc2cc([N+](=O)[O-])ccc2s1,6,-1
O=C(Nc1ccc2oc(-c3cccnc3)nc2c1)c1ccc(Br)cc1,1,-3
Cc1cccc2cc(C3CC(c4ccccc4)=NN3C(=O)CCC(=O)O)c(Cl)nc12 (stereo not given),5,-3
CC1(C(=O)O)CCC(C(=O)Nc2cccc(F)c2)C1(C)C (stereo not given),-13&0,0&0
CC(C)(C)OC(=O)COc1ccc2oc(=O)cc(-c3cc4ccccc4o3)c2c1,-22,-2
Cc1ccc(C)c(S(=O)(=O)N2CCC(n3cnc4ccccc4c3=O)CC2)c1,-12,-1
O=C(O)c1nnn(-c2ccccc2F)c1-c1cccnc1,3,0
COc1ccccc1CCC(=O)N1CCC(c2nc3ccncc3n2CC(C)C)C1 (stereo not given),9,2
Cc1cc(Br)ccc1N1C(=O)C2CC=CC(C)C2C1=O (stereo not given),-10,-16
OCCc1nc2ccccc2n1CCCc1ccccc1,-8,-16
O=C1C(c2cccnc2)N(CCCc2ccccc2)C(=O)CN1C1CCCCC1 (stereo not given),4,0
CSc1ccc(/C=C2/N=C(c3ccc(Br)o3)OC2=O)cc1,16,-3
COc1ccc(S(=O)(=O)NCC2CCN(Cc3ccccc3)CC2)c(C)c1,0,-7
CCOC(=O)Cc1csc(NC(=O)CSc2nc(C)nc3sc4c(c23)CCC4)n1,0,-1
CN1C(=O)Cc2cc(C(=O)N3CCN(c4ccccc4F)CC3)ccc21,18,3
Cc1cc(C)nc(NC2=NCCN2C(=O)NC2CCCCC2)n1,4,4
COc1cc(CN2CCN(C/C=C/c3ccccc3)CC2)cc(OC)c1O,20,-6
COc1ccc(NC(C)=O)cc1NS(=O)(=O)C1CC1,-9,-3
O=C(Nc1ccccc1F)c1ccc2snnc2c1,-4&-3,5&2
Cc1ccc(NC(=O)N2CCCC(C)(C(=O)NCc3ccccc3C)C2)cc1C (stereo not given),-7,-3
COc1ccc(Cl)cc1NC(=O)C1CCCN(c2nccc(C)n2)C1 (stereo not given),-9,-1
O=C1CN(C(=O)c2ccccc2F)C(c2ccccc2)c2cc(Br)ccc2N1 (stereo not given),28,-4
O=C1CCCC(=O)N1CCS(=O)(=O)NCC1CCN(Cc2ccccc2)CC1,-6,5

# Structural class: those above with a COOH group (three)
SMILES,mHTT CaM bind,Pf apPOL block
Cc1cccc2cc(C3CC(c4ccccc4)=NN3C(=O)CCC(=O)O)c(Cl)nc12 (stereo not given),5,-3
CC1(C(=O)O)CCC(C(=O)Nc2cccc(F)c2)C1(C)C (stereo not given),-13&0,0&0
O=C(O)c1nnn(-c2ccccc2F)c1-c1cccnc1,3,0

# Structures above containing an NH in an aromatic ring:
SMILES,mHTT CaM bind,Pf apPOL block
CCCCn1c(CCC)nc2c(=O)n(C)c(=O)[nH]c21,-3,-7
NC(=O)CSc1nc2[nH]c(=O)cc(O)c2s1,0,/

# Going on with the list.
SMILES,mHTT CaM bind,Pf apPOL block
CN1C(=O)c2ccccc2Oc2ccc(C(=O)N3CCOCC3)cc21,-1,-5
Cc1cc(C2CCCN2Cc2cn[nH]c2-c2cccs2)no1 (stereo not given),16,2
O=C(COc1ccc(Cl)cc1Cl)Nc1cccc(-c2nc3ncccc3o2)c1,-4&6,3&-6
O=C(NCCN1CCOCC1)NC12CC3CC(CC(C3)C1)C2,-7,1
Cc1cc(C)c(OCCN2CCCCC2)c(C)c1,0,2
CCN1c2ccc(F)cc2C(=O)NC12CCN(C(=O)c1ccc(C)cc1C)CC2,9,-2
COc1ccc(CNC(=O)CN(c2cccc(Br)c2)S(C)(=O)=O)cc1,-5,-6
CSc1nn2c(=O)c(Cc3ccccc3)nnc2s1,/,-3
CCCNc1cc(N2CCC(CCC(=O)NCc3ccccc3C)CC2)ncn1,3,-1
O=C(Nc1ccccc1)C1CCc2nc(N3CCCC3)ncc2C1 (stereo not given),7,-11
COc1ccc(Nc2ccc([N+](=O)[O-])cn2)cc1,-2,2
COc1cc(CN2CCCC(O)C2)ccc1OCc1ccccc1 (stereo not given),-4,-174
O=C(O)c1ccc(SCc2cccnc2)c([N+](=O)[O-])c1,-4,-7
Cc1ccc(NC(=O)CSc2nc3[nH]ncc3c(=O)n2-c2ccccc2)cc1Cl,47,0
CCCCOc1cccc(C(=O)Nc2cc(C)ccn2)c1,-47,-4
COc1ccc2nc(SCCN(C)C)[nH]c2c1,19,-1
O=C(Nc1ccccc1C(=O)O)c1cccnc1,4,4
COc1ccccc1-c1nc(S(=O)(=O)c2ccccc2)c(N2CCCCC2)o1,15,3
CCc1cc2c(SCC(=O)O)ncnc2s1,2,-1
Cc1ccccc1-c1ccc2oc(C3CCCN3C(=O)C(C)C)nc2c1 (stereo not given),40,-7
Cc1cccc(-c2nc(C3CCN(S(=O)(=O)c4cccc(C#N)c4)CC3)no2)c1,-5,-6
CN1CCN(c2ccc(CNC(=O)C3CCN(c4nnc5ccccn45)CC3)cc2)CC1,12,-4
O=C(NCCn1cnc(-c2ccccc2)cc1=O)c1ccccc1Br,-3,-1
COc1ccc(Br)cc1CN1CCC(N2CCCCC2)CC1,-2,-6
O=C(Nc1cc(Cl)c(Cl)cc1Cl)C1CCCCC1,-3,-20
SMILES,mHTT CaM bind,Pf apPOL block
O=C(Cn1cnc2ccccc2c1=O)NCCC(=O)Nc1ccccc1C(F)(F)F,1,0
N#CC1=C(N)OC2=C(CCC/C2=C\c2cccs2)C1c1cccs1 (stereo not given),31,/
CNc1oc(-c2ccccc2)nc1C#N,/,-4
Cc1ccc(-c2cnc(N3CCCC(C(=O)NC4CCCC4)C3)nc2)cc1 (stereo not given),-7,1
CC1CCC2(CC1)CCN(CCCOC(=O)Nc1cccc(C(F)(F)F)c1)C2=O (stereo not given),14,-5
COc1cccc(C(=O)N2CCCC(c3nc(-c4ccc(NC(C)=O)cc4)no3)C2)c1OC (stereo not given),12,-2
COc1ccc2nc(N3CCC(C(=O)NCCCN4CCCC4)CC3)sc2c1,4,-7
CN(C)CCCN1C(=O)C(=O)C(=C(O)c2ccc(F)cc2)C1c1cccc([N+](=O)[O-])c1 (stereo not given),2,-142
CC(NC(=O)Cn1nc(C(F)(F)F)n(C)c1=O)C12CC3CC(CC(C3)C1)C2 (stereo not given),6,0
Cc1ccccc1-n1nc2c(c1NC(=O)c1cc(Cl)ccc1Cl)CS(=O)(=O)C2,1,-3
COc1ccc2c(COc3ccc4c(=O)c(-c5ccccc5)coc4c3)cc(=O)oc2c1,-1,-2
Fc1cccc(F)c1-c1noc(/C=C/c2ccccc2Cl)n1,-23,-6
COc1ccc(C(=O)N2CCCCC2CCN2CCCC2)cc1OC (stereo not given),1,-2
Cc1cccc(C)c1NC(=O)CSc1nnc2cc(C)c3ccccc3n12,-1,1
CC1C2NC(=O)N(c3cccc(Cl)c3)C1(C)Oc1ccccc12 (stereo not given),15,-2
CC(Cc1cccs1)NC(=O)c1ccc2nsnc2c1 (stereo not given),-5,-3
O=C(Nc1ccccc1F)c1ccco1,-1,0
COc1cc(C(=O)NCc2ccc3c(c2)OCO3)c([N+](=O)[O-])cc1OC,-5,-4
CN(C)CCOC(=O)COc1ccc(Cl)cc1,/,4
CCn1cnnc1C1CCN(C(=O)Cc2ccccc2OC)CC1,-2,3
CN(C)S(=O)(=O)c1ccc(C(=O)NC(C)(C)CO)o1,100*,-3
C=CCn1cnc2c1c(=O)n(C1CC1)c(=O)n2-c1ccccc1Cl,-2,-1
Cc1ccc(C2=N/C(=C\c3cccc(F)c3)C(=O)O2)cc1[N+](=O)[O-],3,-2
O=C(CCCCCCCC(=O)Nc1nccs1)Nc1nccs1,-5,/
COc1ccc(S(=O)(=O)n2nnc3ccccc32)cc1OC,5&-14,-2&-3
CC(=O)NCCc1ccc(S(=O)(=O)NC2OC(=O)c3ccccc32)cc1 (stereo not given),-1,0
CCN1CCN(C2CCN(C(C)=O)CC2)CC1,-6,2
Cc1cccc(C)c1NC(=O)Cn1cnc2c(-c3ccccc3)csc2c1=O,-10,-1

# Screening data from PubChem BioAssay.
